High-throughput results as filed in PubChem BioAssay.
PKA-R1A activ – activates the PKA-R1A holoenzyme complex. 0.083% of 340,000 active. P00514+P68181. activation, % at 11.4 µM. PKA-R1A dissociation, Cy5-IP20 fluorescence polarization; scaled: DMSO 0%, 113 µM cGMP 100%;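 active means percent activation above the mean of all tested compounds plus 3 SD, cut at about 19% in these data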;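 further: higher means more PKAc released from R1A so a rise in polarization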
PfHsp90 yeast 2 – reduces growth (ATP signal) of yeast expressing P. falciparum Hsp90; 0.32% of 310,000 active; inhibition, % at 9.4 µM; S. cerevisiae expressing PfHsp90, BacTiter-Glo ATP, 48 h; yeast lacking PDR1 and PDR3 efflux regulators;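 active means every replicate shows inhibition above about 80%, whatever the replicate mean, limit read from the data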;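 further: 0% = DMSO neutral controls and 100% = 20 µM radicicol positive controls; yeast relying on Plasmodium falciparum Hsp90 in place of its own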
SUMO Mot1 rescue – SUMOylation pathway inhibition by Mot1-301 growth rescue; S. cerevisiae Mot1-301 growth rescue, ATP luminescence, 38.5C; percent above DMSO median, 100 means doubled; growth rescue, % at 18.8 µM; 1% of 320,000 active; AID 2716;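 active means every valid replicate shows activation above 250% relative to neutral control wells; inactive means the rest, any valid replicate at or below 250%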;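 further: OY570 slx delta 5 strain wells were the positive control but not used for scaling; some compounds called inactive have numbers as strong as hits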
phage Ecoli inh – E. coli growth loss with phage present; growth absorbance; inhibition, % at 11.9 µM; 0.26% of 360,000 active; AID 651602; in the data active means inhibition above about 11%
AddAB inh – less growth of phage-infected E. coli with AddAB. E. coli expressing H. pylori AddAB, absorbance growth. inhibition, % at 11.9 µM. 0.29% of 330,000 active; in the data active means inhibition above about 12%;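 further: 0% = vehicle wells of infected cells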
PKA-R2B activ – PKA-R2B complex activation; PKA-R2B holoenzyme dissociation, Cy5-IP20 fluorescence polarization; R2B truncated from residue 108, S112A mutant; 0% DMSO only, 100% 113 µM cGMP; activation, % at 11.4 µM; 0.079% of 340,000 active; AID 504700;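 active means activation above a cutoff set at the mean over all compounds plus 3 SD, cut at about 18% in these data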;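 further: higher means more holoenzyme dissociation and a rise in polarization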
Target sequence (P31323 whole entry, looked up, other chains not shown, the tested form may be a part): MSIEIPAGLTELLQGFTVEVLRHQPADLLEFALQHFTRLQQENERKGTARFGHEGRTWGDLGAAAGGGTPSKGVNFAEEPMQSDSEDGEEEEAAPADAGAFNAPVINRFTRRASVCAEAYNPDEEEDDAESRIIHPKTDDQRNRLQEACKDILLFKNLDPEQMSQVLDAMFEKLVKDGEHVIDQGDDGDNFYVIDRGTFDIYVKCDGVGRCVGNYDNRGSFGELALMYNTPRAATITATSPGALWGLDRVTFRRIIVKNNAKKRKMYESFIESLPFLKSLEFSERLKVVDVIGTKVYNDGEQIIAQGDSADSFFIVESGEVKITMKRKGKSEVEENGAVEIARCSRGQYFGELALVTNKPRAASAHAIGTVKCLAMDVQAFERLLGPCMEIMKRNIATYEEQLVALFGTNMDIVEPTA
Tat export inh – inhibitors of E. coli Tat protein transport | E. coli MC4100 TorA-mCherry Tat export, fluorescence | AID 488895 | 0.036% of 340,000 active | inhibition, % at 10 µM;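 active means mean replicate inhibition at least 50% and at least half of replicates individually reaching 50%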;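 further: exported cargo escapes ClpAP degradation while cytoplasmic cargo is degraded and loses fluorescence; 0% = median of neutral control wells and 100% = median of NaSCN control wells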
HTR5A inv ag – HTR5A inverse agonism, opioid heterodimer counter-screen. HTR5A cell line, luminescence. inhibition, % at 9.3 µM. 0.083% of 340,000 active. AID 504634; in the data active means inhibition mostly above about 23%, no sharp cut-off; inactive means mostly below about 18%;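 further: 0% = cells with DMSO and 100% = no-cell wells with DMSO; some compounds called inactive have numbers as strong as hits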
Target sequence (P47898 whole entry, looked up): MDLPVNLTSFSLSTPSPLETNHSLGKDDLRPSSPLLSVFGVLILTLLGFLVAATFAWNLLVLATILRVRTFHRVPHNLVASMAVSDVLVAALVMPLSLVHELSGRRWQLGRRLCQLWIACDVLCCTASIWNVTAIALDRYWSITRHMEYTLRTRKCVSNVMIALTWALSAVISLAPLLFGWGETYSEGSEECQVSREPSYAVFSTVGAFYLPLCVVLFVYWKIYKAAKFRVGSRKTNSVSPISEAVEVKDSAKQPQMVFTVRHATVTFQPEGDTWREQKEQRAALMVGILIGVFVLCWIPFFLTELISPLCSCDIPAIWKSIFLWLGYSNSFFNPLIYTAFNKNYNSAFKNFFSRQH
MOR-DOR inv ag – mu-delta opioid heterodimer inverse agonism. cell-based MOR-DOR heterodimer luminescence. inhibition, % at 9.3 µM. 0.21% of 340,000 active; in the data active means inhibition above about 22%, passing the limit was not always enough;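 further: 0% = cells with DMSO and 100% = wells without cells with DMSO; values of inactives mirror those of a sister screen read the other way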
Ecoli viability – reduces bacterial viability in AddAB counter-screen; E. coli V3065 growth, OD600 absorbance, 18 h; inhibition, % at 11.9 µM; 0.27% of 330,000 active;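 active means inhibition above the campaign's mean inhibition across all tested compounds plus 3 SD, cut at about 9.9% in these data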;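 further: uninfected addAB+ strain grown without phage in ampicillin broth; 0% = DMSO wells and 100% = ciprofloxacin 0.95 µg/ml wells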
OPRM1-OPRD1 ag – OPRM1-OPRD1 heterodimerization agonism; cells, luminescence; activation, % at 9.3 µM; 0.3% of 340,000 active; in the data active means activation above about 18%;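 further: 0% = vehicle-treated cells and 100% = reference agonist; values of inactives mirror those of a sister screen read the other way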
An asterisk follows results filed as active; . = not tested or not shown.

1	Cc1ccccc1-n1nc2c(c1NC(=O)c1ccc3c(c1)OCO3)CS(=O)(=O)C2
2	CNC(=O)c1ccccc1NC(=O)C1CC(=O)N(c2ccc(OC)cc2)C1 (stereo not given)
3	O=C(c1ccco1)N1CCN(Cc2cc(=O)c(OCc3ccc(F)cc3)co2)CC1
4	COc1ccc(NC(=O)C2CC(c3ccccc3Cl)=NO2)cc1 (stereo not given)
5	O=C(O)c1c(-c2ccccc2)nnc2ccccc12
6	CCCc1cc(=O)n2[nH]c(NCc3ccccc3Cl)nc2n1
7	O=C(CCCCCCCC(=O)N1CCCCCC1)N1CCCCCC1
8	O=C(C1CCCO1)N1CCN(S(=O)(=O)c2cc(F)ccc2F)CC1 (stereo not given)
9	COCc1cc(C)nc2sc(C(=O)Nc3ccccc3Br)c(N)c12
10	NC(=O)[C@@H]1CCCNc2c(I)cc([N+](=O)[O-])cc2C(=O)N[C@@H](Cc2ccccc2)C(=O)N[C@@H](Cc2cnc[nH]2)C(=O)N1
Assay by compound	1	2	3	4	5	6	7	8	9	10
PKA-R1A activ	-11	-12	3	11	-5	-2	2	4	-10	6
PfHsp90 yeast 2	-1	-28	.	1	3	-19	.	3	15	6
SUMO Mot1 rescue	5	-1	15	-6	-15	-8	.	33	-1	-8
phage Ecoli inh	1.8	1.4	1.6	0.1	0.2	2.1	2.1	-2.0	1.3	-0.6
AddAB inh	1.5	-2.0	0.4	3.3	1.0	0.0	.	-1.2	2.0	-1.3
PKA-R2B activ	2	8	2	5	-7	-2	8	4	-13	9
Tat export inh	4	-2	0	-4	-1	0	4	-5	1	-10
HTR5A inv ag	4	16	-18	-4	20	5	-6	3	0	-24
MOR-DOR inv ag	18	6	3	3	12	11	8	8	-6	10
Ecoli viability	0.8	-2.0	-2.0	-0.7	-1.6	0.1	.	-0.3	1.3	-1.4
OPRM1-OPRD1 ag	-3.4	-1.4	-0.5	-0.6	-2.1	-2.1	-1.5	-1.2	1.2	-1.8

11	COc1ccc(NC(C)=O)cc1NC(=O)CSc1nnc(-c2ccccc2)n1N
12	Cc1cc(C)[n+](-c2ccc(F)cc2)c2[nH]c(=O)[nH]c(=O)c12
13	CC(C)Cc1cc(C(=O)N2N=C(C(F)F)CC2(O)C(F)F)c2ccccc2n1 (stereo not given)
14	O=S1(=O)Cc2cc3ccccc3cc2C1
15	C=C(C)C1Cc2c(C)nn(-c3cccc4cccnc34)c2C1 (stereo not given)
16	CC(C)[C@H](NC(=O)N1CCn2c1nc1ccccc12)C(=O)N1CCCCC1
17	O=C(CCS(=O)(=O)c1ccc(F)cc1)N1CCOCC1
18	Cc1ccccc1OCC(=O)Nc1ccc2c(c1)n(C)c(=O)n2C
19	OC(COCc1cccs1)CN1CCN(c2ccccn2)CC1 (stereo not given)
20	O=C(Nc1ccccn1)c1sc2cc([N+](=O)[O-])ccc2c1Cl
Assay by compound	11	12	13	14	15	16	17	18	19	20
PKA-R1A activ	5	5	-4	-10	-9	1	6	-3	-7	12
PfHsp90 yeast 2	-45	9	.	2	13	7	-29	11	5	-7
SUMO Mot1 rescue	-14	-9	337	0	-13	5	126	14	19	6
phage Ecoli inh	0.9	0.7	0.5	6.1	3.6	-0.2	0.1	0.5	0.7	2.2
AddAB inh	1.6	-1.9	-0.2	2.0	0.3	4.4	0.7	0.3	1.5	2.0
PKA-R2B activ	1	4	-2	0	-4	-4	1	-6	-8	2
Tat export inh	-10	0	6	-4	-1	-10	4	2	-7	7
HTR5A inv ag	-2	3	3	-5	-24	.	-22	-20	-1	2
MOR-DOR inv ag	-6	-10	-9	9	4	.	9	5	0	-4
Ecoli viability	-0.5	-1.9	-2.3	1.4	0.1	2.7	2.1	-0.8	3.0	-1.7
OPRM1-OPRD1 ag	1.1	1.7	2.0	-1.6	-0.7	.	-1.5	-1.1	-0.1	0.9

21	Cc1cc(C)cc(NC(=O)CSc2nnc(C3CC3)n2CC2CCCO2)c1 (stereo not given)
22	COC(=O)c1ccc(NC(=S)N2CCN(Cc3ccccc3OC)CC2)cc1
23	CCCCC(=O)OCC(=O)Nc1ccc(SC(F)F)cc1
24	O=C(CSc1nc2nn(-c3ccccc3)c(=O)c-2c2n1CCCCC2)c1ccc(OC(F)F)cc1
25	COc1ccc(C(=O)Nn2c(SCC(=O)c3ccccc3)nc3ccccc3c2=O)cc1
26	Cc1cc(Nc2ccc(Br)c(C)c2)n2nc(C)nc2n1
27	COCCn1c(SCC(N)=O)nc2c(c1=O)SC(C)C2 (stereo not given)
28	COc1ccc(N(C)S(=O)(=O)c2cccc(C(=O)Nc3ccc(N4CCOCC4)cc3)c2)cc1
29	COCCn1c(=NC(=O)c2ccc(S(=O)(=O)N3CCc4ccccc4C3)cc2)sc2cc(OC)ccc21
30	O=C1CC(C(=O)Nc2ccc(Br)cc2)S/C(=N\N=C\c2ccco2)N1 (stereo not given)
Assay by compound	21	22	23	24	25	26	27	28	29	30
PKA-R1A activ	-4	-2	4	-9	-8	-1	-10	-2	-12	-5
PfHsp90 yeast 2	14	-14	-3	-10	.	4	8	-21	-33	-10
SUMO Mot1 rescue	13	22	-1	-6	-14	5	8	0	-1	-9
phage Ecoli inh	3.8	2.1	-0.6	3.5	1.6	3.6	2.1	1.1	0.4	2.4
AddAB inh	2.7	-0.9	-0.2	1.3	2.6	2.9	-0.6	-0.1	2.8	-1.7
PKA-R2B activ	-9	-8	8	0	4	8	1	2	-4	-3
Tat export inh	-7	5	-5	-1	0	4	-12	10	0	10
HTR5A inv ag	-14	17	12	-5	9	-12	-7	11	21	6
MOR-DOR inv ag	16	-6	-8	11	-3	9	-5	2	11	3
Ecoli viability	1.6	2.6	0.8	0.5	0.4	0.2	0.9	-0.7	2.8	-1.6
OPRM1-OPRD1 ag	-2.6	1.2	1.5	-2.6	0.5	-1.7	0.9	-0.5	-2.1	-0.5

Results in phage Ecoli inh and OPRM1-OPRD1 ag, for three of the compounds above:
| nr | compound | phage Ecoli inh | OPRM1-OPRD1 ag |
| --- | --- | --- | --- |
| 24 | O=C(CSc1nc2nn(-c3ccccc3)c(=O)c-2c2n1CCCCC2)c1ccc(OC(F)F)cc1 | 3.5 | -2.6 |
| 22 | COC(=O)c1ccc(NC(=S)N2CCN(Cc3ccccc3OC)CC2)cc1 | 2.1 | 1.2 |
| 30 | O=C1CC(C(=O)Nc2ccc(Br)cc2)S/C(=N\N=C\c2ccco2)N1 (stereo not given) | 2.4 | -0.5 |

Other structures follow.
31	Cc1ccc(Oc2cc(NN3CCCCC3)c([N+](=O)[O-])cc2[N+](=O)[O-])c(Cl)c1
32	CC(=O)Nc1ccc(OCC(O)CN2CCN(c3cc(Cl)ccc3C)CC2)cc1 (stereo not given)
33	Cc1nn(C)cc1C1C2=C(CC(C)(C)CC2=O)OC2=C1C(=O)CC(C)(C)C2
34	Cc1[nH]c2ccccc2c1C(=O)COC(=O)Cn1cnc2ccccc21
35	COc1cccc(C2CC(c3ccccc3Cl)Nc3nc(N)nn32)c1 (stereo not given)
36	COCCN=c1scc(C)n1/N=C/C1CC2C=CC1C2 (stereo not given)
37	O=C(NC1(C(F)(F)F)N=C(c2ccccc2)NC1=O)c1ccc(Cl)cc1Cl (stereo not given)
38	O=C(/C=C/c1cccc([N+](=O)[O-])c1)Nc1ccccc1N1CCOCC1
39	CCOC(=O)c1ccc(NS(=O)(=O)c2c(N)[nH]c(=O)[nH]c2=O)cc1
40	CC(C)Oc1ccc(C(=O)NC2(C(F)(F)F)N=C3SCCN3C2=O)cc1 (stereo not given)
Assay by compound	31	32	33	34	35	36	37	38	39	40
PKA-R1A activ	7	-9	-12	-3	8	4	1	-4	4	8
PfHsp90 yeast 2	7	-2	-3	9	5	-16	.	6	18	.
SUMO Mot1 rescue	15	-10	3	-10	-5	-2	-9	-1	8	-6
phage Ecoli inh	0.6	2.7	0.3	2.7	2.8	2.8	2.0	3.5	3.0	0.1
AddAB inh	-0.6	6.0	-2.3	4.0	0.0	4.8	0.9	4.3	1.0	4.2
PKA-R2B activ	1	15	5	-2	7	6	-8	-5	-4	10
Tat export inh	2	-13	-1	2	5	1	6	-12	-5	1
HTR5A inv ag	17	-38	10	-1	23	9	-6	-13	6	3
MOR-DOR inv ag	8	4	6	3	11	5	9	2	7	-5
Ecoli viability	-1.4	-2.2	-1.8	-0.8	-2.2	1.1	-1.0	1.0	-1.5	-1.2
OPRM1-OPRD1 ag	-1.3	-0.8	-1.1	-0.6	-2.1	-1.1	-1.6	-0.4	-1.1	1.1

Brought forward from above: 4 compounds; new compounds follow.
37	O=C(NC1(C(F)(F)F)N=C(c2ccccc2)NC1=O)c1ccc(Cl)cc1Cl (stereo not given)
38	O=C(/C=C/c1cccc([N+](=O)[O-])c1)Nc1ccccc1N1CCOCC1
39	CCOC(=O)c1ccc(NS(=O)(=O)c2c(N)[nH]c(=O)[nH]c2=O)cc1
40	CC(C)Oc1ccc(C(=O)NC2(C(F)(F)F)N=C3SCCN3C2=O)cc1 (stereo not given)
41	O=C1Nc2ccc([N+](=O)[O-])cc2OC1CCN1CCN(Cc2ccccc2)CC1 (stereo not given)
42	Cc1cccc(C(=O)OC2CCOC2=O)c1C (stereo not given)
43	CC(C)=CC[N+]1(C)CCCCC1
44	CCCCCCCCNC(=O)C(CCC(=O)OCc1ccccc1)NC(C)=O (stereo not given)
45	COc1ccc(NC(=O)/C=C/c2cc(OC)c(OC)c(OC)c2)cn1
46	O=c1oc(Nc2ccccc2Cl)nc2ccccc12
47	COc1ccc(CC(=O)Nc2nc3ccccc3[nH]2)cc1
48	CCCC1(C)Nc2ccccc2-c2nc3ccccc3n21 (stereo not given)
49	CCOC(=O)c1[nH]cnc1C(=O)Nc1ccncc1
Assay by compound	37	38	39	40	41	42	43	44	45	46	47	48	49
PKA-R1A activ	1	-4	4	8	3	-9	2	-3	-1	-11	-13	-12	0
PfHsp90 yeast 2	.	6	18	.	14	-44	-10	1	.	-14	-18	.	12
SUMO Mot1 rescue	-9	-1	8	-6	86	9	2	-2	-8	.	269	2	-6
phage Ecoli inh	2.0	3.5	3.0	0.1	0.8	-0.6	2.4	0.6	2.0	4.0	3.5	-0.7	0.7
AddAB inh	0.9	4.3	1.0	4.2	1.4	-0.7	0.2	-1.5	1.2	.	-1.4	1.2	2.5
PKA-R2B activ	-8	-5	-4	10	2	2	-6	-10	-2	-7	-7	-10	0
Tat export inh	6	-12	-5	1	-2	1	-4	11	-2	2	-4	8	6
HTR5A inv ag	-6	-13	6	3	-4	-14	13	24	7	-3	-25	-29	8
MOR-DOR inv ag	9	2	7	-5	20	7	7	3	11	3	11	14	14
Ecoli viability	-1.0	1.0	-1.5	-1.2	0.6	-1.1	-2.2	-3.7	-0.4	.	-2.0	0.7	-1.9
OPRM1-OPRD1 ag	-1.6	-0.4	-1.1	1.1	-4.2	-1.1	-1.4	-0.5	-2.3	-0.6	-2.0	-2.8	-3.4
